# All columns: NCI-60 one-dose screen, growth in % after 48 h at 10 µM unless noted; 100 = growth as untreated, 0 = no growth, -100 = all killed.
# SW-620: SW-620 colon cancer | 82,000 tested, 5.2% active | AID 1794795
# COLO 205: COLO 205 colon cancer. 79,000 tested, 7.3% active. AID 1794742
# NCI-H522: NCI-H522 lung cancer. 78,000 tested, 8% active
# HCT-15: HCT-15 colon cancer; 82,000 tested, 5.2% active; AID 1794746
# HT29: HT29 colon cancer; 81,000 tested, 7.4% active
# NCI-H460: NCI-H460 lung cancer; 82,000 tested, 6.8% active
# NCI-H226: NCI-H226 lung cancer. 79,000 tested, 3.5% active
# NCI-H322M: NCI-H322M lung cancer. 80,000 tested, 2.7% active. AID 1794733
# NCI-H23: NCI-H23 lung cancer. 80,000 tested, 4% active
# * marks the source's active call; other numbers are inactive results; / = not tested or not shown. The calls were made as follows: active = growth percent below 10; inactive = the rest.
SMILES,SW-620,COLO 205,NCI-H522,HCT-15,HT29,NCI-H460,NCI-H226,NCI-H322M,NCI-H23
Nc1cccc(-c2ccc(C(=O)Nc3cccc(C(=O)O)c3)o2)c1,96,114,93,105,104,101,84,96,94
O=C(OCc1ccccc1)c1ccc2c(c1)NC(=O)[C@H]1CCCN21,96,107,91,102,102,103,99,91,90
Cc1ccc(CC(N)(C(=O)O)c2ccccc2)cc1 (stereo unspecified),111,114,96,102,100,124,113,106,108
NS(=O)(=O)c1ccc(Nc2nc(Nc3ccccc3)nc(N3N=C(c4ccc(Cl)cc4)CC3c3ccc4c(c3)OCO4)n2)cc1 (stereo unspecified),91,70,88,77,82,88,86,84,93
CC(=O)c1cccc(NS(=O)(=O)c2ccc(C)cc2)c1,43,117,64,43,30,102,91,103,84
C[C@H]1[C@H]2C3=CC[C@@H]4[C@@]5(C)C/C(=C/c6ccco6)C(=O)C(C)(C)[C@@H]5CC[C@@]4(C)[C@]3(C)CC[C@@]2(C(=O)N2CCOCC2)CC[C@@H]1C,25,94,38,40,29,95,84,95,44
COc1ccc(/C=C/C(=O)Nc2ccc3oc(=O)ccc3c2)cc1,115,105,87,93,101,102,95,104,98
COCCC[C@H]1O[C@@](O)([C@H](C)[C@@H]2CC(OC)C(O)/C=C(C)/C=C(C)/C=C(\C)C(OC3O[C@@H](C)[C@H](O)C(O)[C@@H]3O)C(C)/C=C(C)/C=C(OC)/C=C(\C)C(=O)O2)C(OC)C(O)[C@]1(C)O[C@H]1C[C@@H](O)[C@H](O[C@H]2C[C@](C)(O)[C@H](O)C(C)O2)C(C)O1 (stereo partly specified),76,40,34,58,67,52,38,97,41
OCc1ncc(-c2ccccc2)s1,106,114,98,/,102,102,125,173,93
Nc1cc(S(N)(=O)=O)ccc1O,98,107,/,102,114,107,106,108,105
O=C(COc1ccc(NC(=O)Nc2ccc(Cl)cc2)cc1)N/N=C/c1ccccc1,-75*,-66*,-83*,-80*,-87*,-79*,-89*,-40*,-94*
O=C1Nc2ccccc2/C1=N\n1c(N/N=C/c2cccc([N+](=O)[O-])c2)n[nH]c1=S,113,101,87,98,94,105,101,94,91
CC(C)=CCN,107,108,/,98,101,107,95,114,104
COc1ccc(CNc2nc(N)c(N=O)c(=O)n2C)cc1OC,101,117,88,103,105,109,103,98,100
CC(=O)c1ccc(Nc2nc(SCCC(C)C)nc(-c3ccc(F)cc3)c2C#N)cc1,69,77,73,64,48,11,5.4*,41,53
O=[N+]([O-])c1ccc(Cl)nc1,107,106,100,104,102,105,99,101,109
O=C1NC(=S)S/C1=C\N1N=C(c2ccc(Cl)cc2)CC1c1ccc(F)cc1 (stereo unspecified),92,/,76,78,85,96,84,99,91
C/C(=N/N=C(N)N)c1ccc(F)cc1,98,/,94,103,101,107,91,92,112
CC1(C)CN(CCNc2nccc(-c3c(-c4cccc(O)c4)nc4sccn34)n2)S(=O)(=O)N1,88,32,65,96,54,51,88,54,70
O=[N+]([O-])/C(=C/c1ccccc1)c1ccccc1,107,112,83,100,99,102,98,106,99

# Sorted by number of heavy atoms (lowest first): six of the compounds above.
SMILES,SW-620,COLO 205,NCI-H522,HCT-15,HT29,NCI-H460,NCI-H226,NCI-H322M,NCI-H23
O=[N+]([O-])c1ccc(Cl)nc1,107,106,100,104,102,105,99,101,109
C/C(=N/N=C(N)N)c1ccc(F)cc1,98,/,94,103,101,107,91,92,112
COc1ccc(CNc2nc(N)c(N=O)c(=O)n2C)cc1OC,101,117,88,103,105,109,103,98,100
O=C1Nc2ccccc2/C1=N\n1c(N/N=C/c2cccc([N+](=O)[O-])c2)n[nH]c1=S,113,101,87,98,94,105,101,94,91
O=C(COc1ccc(NC(=O)Nc2ccc(Cl)cc2)cc1)N/N=C/c1ccccc1,-75*,-66*,-83*,-80*,-87*,-79*,-89*,-40*,-94*
CC1(C)CN(CCNc2nccc(-c3c(-c4cccc(O)c4)nc4sccn34)n2)S(=O)(=O)N1,88,32,65,96,54,51,88,54,70

# Next section
SMILES,SW-620,COLO 205,NCI-H522,HCT-15,HT29,NCI-H460,NCI-H226,NCI-H322M,NCI-H23
O=C(/C=C/c1ccc(O)cc1)c1cc2ccccc2oc1=O,101,123,88,99,109,102,/,101,94
CCCCOC(=O)Cn1c(=O)c2nc3cc(-c4cccc([N+](=O)[O-])c4)oc3nc2n(C)c1=O,92,121,87,93,101,96,79,94,87
CC(=O)Oc1ccccc1C(=O)Nc1ncc([N+](=O)[O-])s1,27,93,-16*,32,45,13,64,11,6.3*
S=C1SCN(Cc2ccccc2)CN1Cc1ccco1,42,83,4.8*,42,27,105,111,112,94
NC(=O)c1cnn2ccn(C3OC(CO)C(O)C3O)c12 (stereo unspecified),98,108,60,100,109,100,97,112,110
O=C(CS(=O)c1oc(-c2cccs2)nc1S(=O)(=O)c1ccc(Br)cc1)c1ccccc1 (stereo unspecified),98,106,81,101,102,94,81,98,93
CSC1NC(C)=C(C(C)=O)C(c2ccccc2)N1 (stereo unspecified),97,104,/,106,113,108,96,92,94
CN1CCN(CC(=O)Nc2ccc3ncnc(Nc4ccc(Oc5cccc(C(F)(F)F)c5)c(Cl)c4)c3c2)CC1,-68*,-39*,18,-12*,-19*,-69*,81,26,53
CC1=NN(C(=O)Cn2c(C)nc3ccccc3c2=O)C(=O)C1,99,101,84,102,108,105,86,98,/
CNc1ncn(-c2c(C)cccc2C)c(=O)n1,101,105,/,90,97,103,90,106,101
CCOC(=O)C(c1ccccc1)C(C)N (stereo unspecified),96,107,110,95,111,99,94,105,115
Cn1c(N2CCN(C(=O)c3ccc(Cl)cc3)CC2)nc(-c2ccccc2)cc1=O,96,95,72,93,94,98,82,90,96
CC(O)(c1ccc(Cl)cc1)C(CN1CCCCC1)c1ccccc1 (stereo unspecified),90,80,93,115,89,105,/,94,90
CCOC(=O)c1c(NC(=O)c2cccc(C(F)(F)F)c2)sc2c(CN3CCN(C)CC3)c(O)ccc12,-66*,-55*,-14*,-82*,-32*,-64*,84,8.0*,53
Nc1nc2c(C(=O)Nc3ccc(Cl)cc3)c(Nc3ccc(Cl)cc3)nn2c(-c2ccc(Br)cc2)c1-c1nc2ccccc2s1,103,105,98,97,110,113,84,102,109
O=C(OCCCOC(=O)c1cccc2c(=O)c3ccccc3[nH]c12)c1cccc2c(=O)c3ccccc3[nH]c12,97,111,97,98,110,101,97,104,95
COc1ccc2nc(C)c(C)nc2c1,107,110,103,111,/,107,105,100,107
Nc1n[nH]c2cccc(C#Cc3cccc(NC(=O)c4cc(F)cc(F)c4)c3)c12,68,55,38,36,76,67,72,77,85
CN(C)c1ccc(C(=C2C=CC(=[N+](C)C)C=C2)c2ccccc2)cc1,91,102,109,101,74,94,107,126,94
CC1(C)N=C(N)N=C(N)N1c1cccc(Br)c1,37,/,52,32,28,18,59,47,21
O=CNc1c(Br)cc2c(c1Br)Cc1cc(Br)ccc1-2,89,82,107,107,98,94,/,97,86
O=C(Nc1nc2cc(C(=O)N3CCN(C(c4ccccc4)c4ccccc4)CC3)ccc2o1)c1ccc(Nc2ccc(Cl)c(Cl)c2)c([N+](=O)[O-])c1,83,86,87,95,97,92,77,94,85
O=c1cc(-c2ccco2)oc2ccccc12,108,121,107,97,104,109,122,112,104
CCOC(=O)NC(=S)c1ccc[nH]1,106,103,97,101,107,106,100,109,93
O=C(Oc1ccc(Cl)cc1Cl)c1ccccc1,110,113,109,101,110,110,97,104,105
CCN(CC)CCNC(=O)c1cc(Cl)c(N)c(C(C#N)=C(C#N)C#N)c1OC,105,116,94,109,104,108,95,98,94
CCOC(=O)c1cn2ncnc(Oc3ccc(NC(=O)NC4CC4)c(Cl)c3)c2c1C,97,108,76,82,95,102,71,101,85
Cc1cc(C)cc(NC(=O)Cn2nncc2CN2C(=O)CSC2=O)c1,100,108,94,99,108,107,104,109,97
O=C(O)COc1ccc(Cl)c(Cl)c1,109,115,102,111,112,109,94,120,99
COc1ccc(-c2nc3c(c(-c4ccccc4)nn3-c3ccccc3)c(-c3ccc(N4CCOCC4)cc3)c2C#N)cc1,90,124,103,91,105,97,102,102,94
COC(=O)CCS(=O)(=O)Cc1ccccc1,110,117,94,103,92,109,93,102,97
C=C(C)[C@@H]1CC[C@]2(C(=O)O)CC[C@]3(C)[C@H](CC[C@@H]4[C@@]5(C)CCC(N)C(C)(C)[C@@H]5CC[C@]43C)[C@@H]12 (stereo partly specified),16,-21*,12,29,-14*,33,100,69,82
O=C(O)CC1(CC(=O)Nc2nccs2)CCCCC1,109,104,112,98,/,114,107,115,106
O=C(CN1CCCCC1)Nc1nc2ccc(NCc3ccc(F)cc3)cc2s1,102,105,77,92,80,95,82,99,89
O=Cc1cc(-c2ccc3c4c(cccc24)C(=O)N(N2C(=O)c4cccc5cccc(c45)C2=O)C3=O)ccc1O,102,111,102,89,115,105,100,100,104
COC(=O)CCN1CCN(c2ccccc2Cl)CC1,97,105,104,100,98,108,95,95,100
COc1cc(/C=C/C(=O)c2ccc(S(=O)(=O)NCCNc3nc(Nc4ccc(F)cc4)nc(N(C)C)n3)cc2)cc(OC)c1OC,1.1*,-51*,68,-66*,-57*,16,-22*,59,14
O=C(O)c1cc(N2CCCC2)ccn1,102,103,120,103,119,106,99,108,112
COc1ccc(-c2nc(S(=O)(=O)c3ccccc3)c(S(C)(=O)=O)o2)cc1,-25*,-86*,-97*,-73*,-55*,76,74,101,3.1*
CNC(=O)c1cc(Oc2ccc3c(c2)sc2nc(-c4ccc(N(C)C)cc4)cn23)ccn1,28,8.9*,3.8*,8.1*,-16*,8.2*,36,48,35

# A different layout for part of the listing above.
Molecule | SW-620 | COLO 205 | NCI-H522 | HCT-15 | HT29 | NCI-H460 | NCI-H226 | NCI-H322M | NCI-H23
O=C(O)CC1(CC(=O)Nc2nccs2)CCCCC1 | 109 | 104 | 112 | 98 | / | 114 | 107 | 115 | 106
CNC(=O)c1cc(Oc2ccc3c(c2)sc2nc(-c4ccc(N(C)C)cc4)cn23)ccn1 | 28 | 8.9* | 3.8* | 8.1* | -16* | 8.2* | 36 | 48 | 35
O=Cc1cc(-c2ccc3c4c(cccc24)C(=O)N(N2C(=O)c4cccc5cccc(c45)C2=O)C3=O)ccc1O | 102 | 111 | 102 | 89 | 115 | 105 | 100 | 100 | 104
O=C(O)c1cc(N2CCCC2)ccn1 | 102 | 103 | 120 | 103 | 119 | 106 | 99 | 108 | 112
COc1cc(/C=C/C(=O)c2ccc(S(=O)(=O)NCCNc3nc(Nc4ccc(F)cc4)nc(N(C)C)n3)cc2)cc(OC)c1OC | 1.1* | -51* | 68 | -66* | -57* | 16 | -22* | 59 | 14
C=C(C)[C@@H]1CC[C@]2(C(=O)O)CC[C@]3(C)[C@H](CC[C@@H]4[C@@]5(C)CCC(N)C(C)(C)[C@@H]5CC[C@]43C)[C@@H]12 (stereo partly specified) | 16 | -21* | 12 | 29 | -14* | 33 | 100 | 69 | 82

# Further records:
SMILES,SW-620,COLO 205,NCI-H522,HCT-15,HT29,NCI-H460,NCI-H226,NCI-H322M,NCI-H23
O=C(O)c1cc(I)cc(I)c1O,102,122,96,110,116,112,104,108,99
COc1ccc2cc(-c3csc(Nc4ccc(F)cc4)n3)c(=O)oc2c1,108,103,84,99,106,101,97,102,92
CN(C)c1ccc(/C=C(/C(=O)c2ccccc2)c2ccccc2)cc1,111,103,70,94,99,102,104,103,92
OCCN1CCCCCCC1,108,104,/,91,106,106,94,101,105
CC(=C(c1ccc(OCCCN(C)C)cc1)c1ccc(OCCCN(C)C)cc1)c1ccc(Cl)cc1,88,97,94,42,46,100,95,95,85
COc1cc(-c2csc(NC(=O)Nc3ccc(F)c(Cl)c3)n2)cc(OC)c1OC,53,69,41,36,67,36,51,42,53
N#Cc1c(-c2ccc(Cl)cc2)nc(NN=Cc2ccc[nH]2)nc1N1CCOCC1,89,82,8.3*,79,66,37,62,95,92
NS(=O)(=O)c1ccc(NCc2coc3ccccc3c2=O)cc1,103,116,96,95,106,106,99,108,110
Cc1nc(C)c(F)c(=O)[nH]1,95,105,86,104,100,100,95,97,104

# Screening data deposited in PubChem by NCI.
